Assay outcomes from PubChem.
MBNL1-CUG inh: qHTS Assay for Inhibitors of MBNL1-poly(CUG) RNA binding; TR-FRET MBNL1-His/biotin-(CUG)12 binding, 665/545 ratio; 280,000 compounds, 0.036% hits; Potency, µM (doses to about 57.5 µM), for inactives: at the highest dose activity change, negative = inhibition, usual class: inhibitors; active = well fitted inhibition curve with a large enough effect in the signal ratio, with a control signal flat, not every such curve was filed as active; inconclusive = small, poorly fitted or top-dose-only effect, or effect the other way, or a change in a side signal; inactive = no such curve, though single readings can be large or run the other way; the % refers to the signal ratio; note: potency is the fitted concentration of half-maximal effect; % is set by controls: 0 for no effect and ±100 for the full control effect
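TR-FRET readout: Ex 340 nm, 665/545 nm emission ratio, normalized to buffer-only (basal) and MBNL1-(CUG)12 controls. Complex of MBNL1-His with Biotin-(CUG)12, compounds 92 nM–58 uM, incubated 60 min at room temperature.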
Mito fusion yeast: qHTS Assay for Small Molecule Inhibitors of Mitochondrial Division or Activators of Mitochondrial Fusion | Potency, µM (series often up to 46.1 µM), for inactives: top-dose growth rescue (activation), hits mostly activators | 320,000 compounds, 0.23% hits | S. cerevisiae fusion-defective mutant growth rescue, CellTiterGlo 48 h;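 note: potency is the fitted concentration of half-maximal effect; % of control where 0% means no effect; nearly all actives have a fitted effect of over 45% in size; temperature-sensitive fusion mutants such as fzo1-1 at 37 °C on non-fermentable ethanol glycerol medium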
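Read-out: ATP-based luminescence (CellTiterGlo, 10 min ambient) reporting growth of fusion-defective ts yeast after 48 hours at 37C on glycerol/ethanol YPEG medium in the presence of compound.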
CXXC DNA block: qHTS Fluorescence Polarization Assay for Inhibitors of MLL CXXC domain - DNA interaction; Histone-lysine N-methyltransferase 2A (Homo sapiens), Q03164; Potency, µM (top dose mostly 115 µM), without a hit: top-dose activity change, negative = inhibition, most hits filed as inhibitors; MLL-CXXC / FITC-HOXA9 DNA fluorescence polarization; 290,000 compounds, 0.037% hits; AID 2662, 2010; active = well fitted inhibition curve with a large enough effect in the polarisation, with a control signal flat, not every such curve was filed as active; inconclusive = small, poorly fitted or top-dose-only effect, or effect the other way, or a change in a side signal; inactive = no such curve, though single readings can be large or run the other way; the % refers to the polarisation; note: potency is the fitted concentration of half-maximal effect
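Steps: dispense CXXC domain solution (7 uM) → pin compounds or unlabeled HOX-A9 DNA control → 5 min ambient → add FLSN-HOX-A9 solution (50 nM) → spin → 30 min ambient → fluorescence polarization. Tris pH 7.5/NaCl/DTT/BSA buffer.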
S-ASM inh: Inhibitors of Secretory Acid Sphingomyelinase (S-ASM): qHTS; placental ASM, HMU-PC fluorogenic substrate, 60 min; 340,000 compounds, 0.006% hits; Potency, µM (highest dose often 57.5 µM), for inactives: at the highest dose activity change, negative = inhibition, hits mostly inhibitors; AID 504937, 2011; note: potency is the fitted concentration of half-maximal effect
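Fluorescence read-out (Ex 386 nm, Em 447 nm) after stopping the reaction at pH 10. Enzyme: ASM from human placenta; substrate HMU-PC0, 9 uM final; 60 min, 37 °C. Compound preincubation 10 min, ambient temperature.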
TSHR antagonist: Antagonists of the Thyroid Stimulating Hormone Receptor: HTS campaign. AID 504810, 2011. Thyrotropin receptor (Homo sapiens), P16473. activity change, negative = inhibition, % at 11.5 µM. 330,000 compounds, 0.2% hits. TSHR-expressing cells, TSH-stimulated cAMP HTRF, 2 h; hits give low values;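 active = activity change below a set negative limit, meaning inhibition stronger than a set level, cut at about -70% in these data; inconclusive = activity change between two set negative limits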; note: % is set by controls: 0 for no effect and ±100 for the full control effect
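Cell-based HTRF cAMP assay; TSHR cells + compound, TSH EC80 (4nM final), 2 h, 37 deg C. Lysis with anti-cAMP cryptate and cAMP-d2, 30 min RT, read 665/620 nm.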
Menin-MLL TR inh: qHTS Assay for Inhibitors Targeting the Menin-MLL Interaction in MLL Related Leukemias: Competition With Texas Red Labeled MLL-derived Mutant Peptide; O00255; Menin + Texas Red MLL mutant peptide, fluorescence polarization; Potency, µM (series often up to 61.6 µM), for inactives: at the highest dose FP activity change, negative = inhibition, actives largely listed as inhibitors; 270,000 compounds, 0.23% hits; active = well fitted inhibition curve with a large enough effect in the polarisation, with a control signal flat, not every such curve was filed as active; inconclusive = small, poorly fitted or top-dose-only effect, or effect the other way, or a change in a side signal; inactive = no such curve, though single readings can be large or run the other way; the % refers to the polarisation; note: potency is the fitted concentration of half-maximal effect; % of control where 0% means no effect; many of its hits are not listed in these tables
TCR act: Activators of T cell receptors: qHTS campaign; AID 504894, 2011; 330,000 tested, under 10 active; Potency, µM (series often up to 9.22 µM), for inactives: top-dose activation of IL-2 secretion, usual class: activators; primary human leukocytes, anti-CD3, IL-2 HTRF, 48 h; note: % of control where 0% means no effect
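Primary human leukocytes incubated 48 hr with anti-CD3 beads plus compound, without co-stimulation. Secreted IL-2 measured by HTRF (europium cryptate/d2 anti-IL-2 pair, 320 nm excitation, 665 nm emission).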
PTAP TSG101 blk: qHTS Assay for Iinhibitors of HIV-1 Budding by Blocking the Interaction of PTAP/TSG101; AID 493005, 2010; 340,000 tested, under 10 active; Fluorescence polarization, FITC-PTAP peptide / Tsg101 binding; Tumor susceptibility gene 101 protein (Homo sapiens), Q99816; Potency, µM (highest dose often 115 µM), inactives show top-dose activity change, negative = inhibition, actives largely listed as inhibitors; active = well fitted inhibition curve with a large enough effect in the main read-out, with a control signal flat, not every such curve was filed as active; inconclusive = small, poorly fitted or top-dose-only effect, or effect the other way, or a change in a side signal; inactive = no such curve, though single readings can be large or run the other way; note: potency is the fitted concentration of half-maximal effect; % of control where 0% means no effect
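Fluorescence polarization binding of Tsg101 binding domain (10 uM final) to FITC-labeled PTAP peptide (50 nM final) in HEPES pH 7.5 buffer with NaCl, Tween 20, EDTA, TCEP. Compounds added before peptide; binding 20 min at RT.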
a7 integrin act: qHTS for Activators of Integrin-Mediated Alleviation for Muscular Dystrophy. alpha7betagal myoblasts, beta-gal FDG fluorescence, 48 h. AID 624291, 2012. 350,000 compounds, 0.064% hits. Potency, µM (top dose mostly 38.3 µM), for the others: at the top dose activation, most hits filed as activators;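 note: potency is the fitted concentration of half-maximal effect; 100% = response of the positive control SU9516; nearly all actives have a fitted effect of over 60% in size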
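Alpha7betagal+/- myoblasts (passage 13) were plated 16-24 hr, then exposed to compounds (1:260 dilution of DMSO stock) for 48 hours at 37C. After MPER lysis, β-galactosidase reporter activity was read as FDG fluorescence (ex 480/em 540) after 30 minutes.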
A-T KAP1 phos: qHTS Assay for Identifying a Potential Treatment of Ataxia-Telangiectasia; […] A-T fibroblasts, KAP-1 phosphorylation AlphaLISA; neocarzinostatin DNA damage 30 min before lysis; Potency, µM (series often up to 57.5 µM), for inactives: at the highest dose activation, most hits filed as activators; 320,000 compounds, 0.19% hits; AID 485349, 2010; note: potency is the fitted concentration of half-maximal effect; % of control where 0% means no effect; nearly all actives have a fitted effect of over 45% in size
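ATM-like activity read as KAP-1 phosphorylation via AlphaLISA donor/acceptor antibody pairs after lysis and 6 hr at 25C. Cells were ATM-null patient fibroblasts ([…], hTERT), dosed 60 min, then exposed to the DSB inducer NCS for 30 min.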
* hit, by the source's call; ? = inconclusive; nt = no result given; [ ] = remark or other dose. Unless noted, calls come from the whole dose curve; as a rule, active = well fitted curve in the direction sought with a large enough effect; inconclusive = small, poorly fitted or top-dose-only effect, or another doubt; inactive = no such curve, though single readings can be large; an effect the other way counts as inactive or inconclusive. Some of the compounds tested, so the mix of outcomes need not match the whole.

Key to letters – A = MBNL1-CUG inh; B = Mito fusion yeast; C = CXXC DNA block; D = S-ASM inh; E = TSHR antagonist; F = Menin-MLL TR inh; G = TCR act; H = PTAP TSG101 blk; I = a7 integrin act; J = A-T KAP1 phos
SMILES: C/C=C/c1ccc(OCC(=O)OCc2csc(CC(=O)Nc3ccccc3C)n2)c(OC)c1
  A: 0.6% | B: -3.2% | C: -3.0% | D: -2.5% | E: 9.5 | F: -6.0% | G: 0.5% | H: nt | I: 14.4% | J: 5.8%
SMILES: O=C(Cn1ccnc1[N+](=O)[O-])NCc1ccccc1
  A: nt | B: 4.2% | C: -0.6% | D: 3.5% | E: -2.9 | F: -4.9% | G: -3.4% | H: 0.2% | I: nt | J: 4.8%
SMILES: O=C1NC[C@H](Cc2ccc(O)cc2)N(CCc2cccc3ccccc23)C1=O
  A: ? | B: 0.3% | C: ? | D: 1.1% | E: 8.1 | F: nt | G: -5.5% | H: 1.5% | I: -4.1% | J: -18.2%
SMILES: N#C/C(=C\c1cccnc1)C(=O)Nc1ccc(O)cc1F
  A: 2.6% | B: -4.0% | C: 1.5% | D: -4.6% | E: 1.1 | F: -20.2% | G: -4.8% | H: -3.6% | I: 18.4% | J: -13.3%
SMILES: CCc1c(C)[nH]c2ccc(OC)cc2c1=S
  A: 25.0% | B: 24.4% | C: -3.4% | D: 2.0% | E: -5.2 | F: -18.9% | G: 6.8% | H: -4.6% | I: 1.5% | J: 0.3%
SMILES: O=C(Nc1ccccc1Br)C1CC(=O)N(c2ccc3c(c2)OCCO3)C1 (centres undefined)
  A: nt | B: -1.5% | C: nt | D: 5.2% | E: 3.2 | F: nt | G: -3.8% | H: -12.1% | I: 17.7% | J: 4.5%
SMILES: Nc1nc(N2C(=O)C3CC=CCC3C2=O)nn1-c1ccccc1 (centres undefined)
  A: 4.0% | B: -3.6% | C: 0.9% | D: 2.7% | E: -3.9 | F: -15.3% | G: -2.2% | H: -10.2% | I: -18.2% | J: -2.6%
SMILES: CC1(C)CC(NCc2cccc([N+](=O)[O-])c2)CC(C)(C)N1
  A: 27.6% | B: -6.0% | C: 39.9%[activator] | D: 9.0% | E: 16.2 | F: -15.6% | G: -2.1% | H: -1.6% | I: 6.8% | J: 8.6%
SMILES: CC(=NCc1ccco1)C1=C(O)c2ccccc2C1=O
  A: ? | B: 1.2% | C: -8.7% | D: -1.9% | E: ? | F: -0.8% | G: 11.1% | H: 3.0% | I: -3.5% | J: -0.7%
SMILES: Cc1csc(NC(=O)C2CCCN(S(=O)(=O)c3cnc[nH]3)C2)n1 (centres undefined)
  A: 6.1% | B: 1.4% | C: -11.7% | D: -0.2% | E: 6.3 | F: -5.2% | G: -4.7% | H: -1.3% | I: 2.3% | J: 15.0%
SMILES: c1csc(-c2cnc3ccccc3n2)c1
  A: ? | B: 2.2% | C: 21.2% | D: 216.9%[activator] | E: 3.3 | F: 5.7% | G: -3.3% | H: -1.2% | I: -13.2% | J: 6.1%
SMILES: Cc1ccc(-c2cc3nc(C)cc(C)n3n2)cc1
  A: -4.6% | B: 10.8% | C: 10.8% | D: 2.2% | E: -7.9 | F: -6.1% | G: -3.0% | H: -12.0% | I: -9.7% | J: 3.7%
SMILES: Cc1cc(=O)oc2cc(OC(C)C(=O)NC3(C#N)CCCCC3)ccc12 (centres undefined)
  A: nt | B: -6.5% | C: nt | D: 26.8% | E: -0.8 | F: nt | G: -9.1% | H: -2.6% | I: -4.8% | J: 6.1%
SMILES: Cc1csc(NC(=O)CSc2nnc(-c3cccnc3)o2)n1
  A: -5.6% | B: 1.5% | C: 6.3% | D: 1.1% | E: -2.8 | F: nt | G: 4.7% | H: -3.8% | I: ? | J: -4.7%
SMILES: CCCCOC(=O)CSc1nc2c(cc1C#N)C(=O)CC(C)(C)C2
  A: -3.5% | B: 2.3% | C: -2.1% | D: -7.5% | E: 2.3 | F: -6.2% | G: -0.3% | H: 3.0% | I: -25.5% | J: 3.4%

Some of the entries so far, as comma-separated lines.
mol,MBNL1-CUG inh,Mito fusion yeast,CXXC DNA block,S-ASM inh,TSHR antagonist,Menin-MLL TR inh,TCR act,PTAP TSG101 blk,a7 integrin act,A-T KAP1 phos
Cc1ccc(-c2cc3nc(C)cc(C)n3n2)cc1,-4.6%,10.8%,10.8%,2.2%,-7.9,-6.1%,-3.0%,-12.0%,-9.7%,3.7%
N#C/C(=C\c1cccnc1)C(=O)Nc1ccc(O)cc1F,2.6%,-4.0%,1.5%,-4.6%,1.1,-20.2%,-4.8%,-3.6%,18.4%,-13.3%
Cc1csc(NC(=O)C2CCCN(S(=O)(=O)c3cnc[nH]3)C2)n1 (centres undefined),6.1%,1.4%,-11.7%,-0.2%,6.3,-5.2%,-4.7%,-1.3%,2.3%,15.0%
c1csc(-c2cnc3ccccc3n2)c1,?,2.2%,21.2%,216.9%[activator],3.3,5.7%,-3.3%,-1.2%,-13.2%,6.1%
O=C1NC[C@H](Cc2ccc(O)cc2)N(CCc2cccc3ccccc23)C1=O,?,0.3%,?,1.1%,8.1,nt,-5.5%,1.5%,-4.1%,-18.2%

Next compounds follow.
Key to letters – A = MBNL1-CUG inh; B = Mito fusion yeast; C = CXXC DNA block; D = S-ASM inh; E = TSHR antagonist; F = Menin-MLL TR inh; G = TCR act; H = PTAP TSG101 blk; I = a7 integrin act; J = A-T KAP1 phos
SMILES: CC(C)NC(=O)N(C)C[C@H]1Oc2ccc(NC(=O)Cc3ccccc3)cc2C(=O)N([C@H](C)CO)C[C@@H]1C
  A: nt | B: nt | C: nt | D: -0.2% | E: 2.6 | F: nt | G: 6.9% | H: 0.3% | I: 1.1% | J: 6.2%
SMILES: CC1(C)CC(=O)C(C=NCC2CCN(C(=O)Nc3ccc(Cl)c(Cl)c3)CC2)=C(O)C1
  A: 7.1% | B: -4.4% | C: 43.6%[activator] | D: -7.5% | E: 4.4 | F: 9.8% | G: 6.5% | H: -3.7% | I: -4.8% | J: 2.3%
SMILES: O=C1CC(c2cc(-c3ccccc3)no2)C1
  A: 5.5% | B: -2.2% | C: -3.9% | D: 0.9% | E: -2.4 | F: 10.8% | G: 0.8% | H: -0.3% | I: 2.8% | J: 1.6%
SMILES: COc1ccc(-c2nc3ccccc3c(=O)n2O)cc1
  A: 2.6% | B: -9.2% | C: 3.3% | D: -6.9% | E: 2.6 | F: -1.4% | G: -9.2% | H: -12.0% | I: 0.5% | J: 8.6%
SMILES: CCC(C)NC(=O)c1cc(Cl)ccc1OC (centres undefined)
  A: 0.7% | B: 0.3% | C: 4.3% | D: 5.1% | E: 9.9 | F: -3.0% | G: 3.9% | H: -0.8% | I: 2.0% | J: -2.8%
SMILES: CCOC(=O)C(CC)Sc1ccc2nnc(CCNS(=O)(=O)c3ccccc3)n2n1 (centres undefined)
  A: -19.1% | B: 10.5% | C: -5.8% | D: 8.0% | E: -2.5 | F: -2.9% | G: 1.1% | H: 2.0% | I: 18.3% | J: -4.7%
SMILES: CCc1c(C)sc(NC(=S)Nc2cccnc2)c1C(=O)OC
  A: 26.0% | B: 7.2% | C: -2.7% | D: -7.2% | E: 11.2 | F: ? | G: -5.4% | H: -2.1% | I: -3.3% | J: -1.0%
SMILES: CC(C)C(=O)Nc1ncc2c(n1)CC(c1cccs1)CC2=O (centres undefined)
  A: 3.0% | B: -2.4% | C: -7.1% | D: 3.7% | E: -4.9 | F: 11.8% | G: -6.2%[46.1 µM] | H: -4.9% | I: 24.3% | J: 1.3%
SMILES: CCOc1ccc(C(=O)NC(C(=O)NCc2cccnc2)C(C)C)cc1 (centres undefined)
  A: -1.9% | B: -24.3% | C: -4.4% | D: -1.3% | E: 13.1 | F: 1.2% | G: -0.6% | H: -5.4% | I: -11.8% | J: -4.1%
